# Compound activity: PubChem BioAssay, National Center for Advancing Translational Sciences (NCATS)
# Integrin act MD – activators of alpha7 integrin expression for muscular dystrophy. alpha7betagal myoblasts, beta-gal FDG fluorescence, 48 h. Potency, µM (series often up to 38.3 µM), without a hit: at the highest dose activation, most hits filed as activators. 350,000 compounds, 0.064% hits;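 note: potency is the fitted concentration of half-maximal effect; 100% = response of the positive control SU9516; nearly all actives have a fitted effect of over 60% in size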
#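 Alpha7betagal+/- myoblasts (passage 13) were plated 16-24 hr, then exposed to compounds (1:260 dilution of DMSO stock) for 48 hours at 37C. After MPER lysis, β-galactosidase reporter activity was read as FDG fluorescence (ex 480/em 540) after 30 minutes.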
# TRPV1 ag – activates the human vanilloid receptor TRPV1 | AID 540275 | activation, % at 8.33 µM | TRPV1-expressing cells, Fluo-8 calcium influx, agonist mode | 320,000 compounds, 0.19% hits | Q8NER1; in the data active = activation above about 80%; inconclusive = between about 30% and that limit; note: 0% is about no effect
#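 Fluo-8 calcium influx in TRPV1-expressing cells, kinetic read (ex 480/em 520 nm). Compound added and read 3 min for agonist activity, followed by capsaicin at EC20 final and 2 min further read for enhancement.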
# A-T KAP1 phos – potential ataxia-telangiectasia treatments restoring KAP-1 phosphorylation; Potency, µM (doses to about 57.5 µM), for inactives: top-dose activation, hits mostly activators; […] A-T fibroblasts, KAP-1 phosphorylation AlphaLISA; neocarzinostatin DNA damage 30 min before lysis; 320,000 compounds, 0.19% hits; AID 485349; note: potency is the fitted concentration of half-maximal effect; % of control where 0% means no effect; nearly all actives have a fitted effect of over 45% in size
#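 hTERT-immortalized A-T patient fibroblasts ([…]), 500 cells/well in OPTI-MEM, 1% FBS, got compounds for 60 min, then NCS for 30 min at 37C. Lysates were then assayed for phospho-KAP-1 by AlphaLISA (anti-pKAP1 donor, anti-KAP1 acceptor beads), 6 hr at 25C.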
# p53 reactivation – re-activators of mutant p53. 320,000 compounds, 0.063% hits. AID 504706. H1299 p53-A138V BP100-luciferase reporter, luminescence, 24 h. Potency, µM (highest dose often 92.2 µM), inactives show top-dose activity change, positive = activation, actives largely listed as activators; note: potency is the fitted concentration of half-maximal effect; % of control where 0% means no effect; nearly all actives have a fitted effect of over 45% in size
#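 p53-null H1299 cells stably carrying temperature-sensitive p53-A138V and a BP100-luciferase reporter were pinned with compounds (4-point, 1:5 series) and held 24 hrs at 37 deg C. Luminescence was read 10 min after detection reagent.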
# MLL CXXC-DNA inh – blocks binding of human MLL CXXC domain to DNA; MLL-CXXC / FITC-HOXA9 DNA fluorescence polarization; Potency, µM (highest dose often 115 µM), inactives show at the highest dose activity change, negative = inhibition, actives largely listed as inhibitors; 290,000 compounds, 0.037% hits; AID 2662; active = well fitted inhibition curve with a large enough effect in the polarisation, with a control signal flat, not every such curve was filed as active; inconclusive = small, poorly fitted or top-dose-only effect, or effect the other way, or a change in a side signal; inactive = no such curve, though single readings can be large or run the other way; the % refers to the polarisation; note: potency is the fitted concentration of half-maximal effect
#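 Purified MLL-CXXC (added from a 7 uM solution) was preincubated 5 min at ambient with pinned compounds in 50 mM Tris-HCl pH 7.5, 50 mM NaCl, 1 mM DTT, 0.05% BSA. Fluorescein-labeled HOX-A9 DNA (50 nM solution) followed, 30 min, then polarization read.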
# TCR activator – activates T cell receptor signaling; primary human leukocytes, anti-CD3, IL-2 HTRF, 48 h; Potency, µM (highest dose often 9.22 µM), for the others: at the top dose activation of IL-2 secretion, usual class: activators; 330,000 tested, under 10 active; AID 504894; note: % of control where 0% means no effect
#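 Primary human leukocytes receive a-CD3 beads and test compound and are incubated 48 hr. Secreted IL-2 is then assayed by HTRF, measuring 665nm acceptor emission after 320nm excitation of the europium donor.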
# BRCA1 expr act – BRCA1 expression activation. MCF7-BRCA1-FFLuc reporter, luminescence, 48 h; response scale: scaled: vehicle 0%, 10 µM genistein 100%. Potency, µM (titrated, usually from 46.1 µM), inactives show at the highest dose activation, usual class: activators. 380,000 compounds, 1.1% hits. AID 624202; note: potency is the fitted concentration of half-maximal effect; nearly all actives have a fitted effect of over 80% in size; some results filed as inactive show a strong effect at the top dose
#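 Quantitative HTS in MCF7 cells stably reporting BRCA1 expression via firefly luciferase. Compound treatment lasts 48 h at 37 °C in phenol-red free MEM. Activation is expressed relative to genistein at 10 microM and DMSO.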
# B2AR arrestin – beta2AR (human) beta-arrestin recruitment activity; beta-arrestin recruitment to beta2AR, cell-based reporter; Potency, µM (titrated, usually from 46.1 µM), inactives show at the top dose activation, hits mostly activators; 330,000 compounds, 0.02% hits; AID 492947; P07550;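 note: potency is the fitted concentration of half-maximal effect; 0% = DMSO controls and full agonism = EC100 isoproterenol or metaproterenol; nearly all actives have a fitted effect of over 65% in size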
# Target sequence (P07550 whole entry, looked up): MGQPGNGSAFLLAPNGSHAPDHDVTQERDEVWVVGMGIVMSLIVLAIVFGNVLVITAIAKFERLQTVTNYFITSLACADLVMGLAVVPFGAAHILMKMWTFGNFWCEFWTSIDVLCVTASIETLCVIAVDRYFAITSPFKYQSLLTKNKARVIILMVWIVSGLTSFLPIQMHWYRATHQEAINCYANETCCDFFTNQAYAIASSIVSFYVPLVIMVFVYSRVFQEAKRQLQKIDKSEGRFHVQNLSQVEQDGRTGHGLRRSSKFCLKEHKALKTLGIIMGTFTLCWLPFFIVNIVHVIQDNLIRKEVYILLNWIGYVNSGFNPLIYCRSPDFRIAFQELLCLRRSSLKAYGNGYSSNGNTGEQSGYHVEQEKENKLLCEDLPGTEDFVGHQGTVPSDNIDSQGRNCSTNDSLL
# PTAP TSG101 blk – blocks PTAP/TSG101 interaction to inhibit HIV-1 budding. 340,000 tested, under 10 active. AID 493005. Fluorescence polarization, FITC-PTAP peptide / Tsg101 binding. Potency, µM (highest dose often 115 µM), for the others: at the top dose activity change, negative = inhibition, hits mostly inhibitors; active = well fitted inhibition curve with a large enough effect in the main read-out, with a control signal flat, not every such curve was filed as active; inconclusive = small, poorly fitted or top-dose-only effect, or effect the other way, or a change in a side signal; inactive = no such curve, though single readings can be large or run the other way; note: potency is the fitted concentration of half-maximal effect; % of control where 0% means no effect
# Target sequence (Q99816 whole entry, looked up): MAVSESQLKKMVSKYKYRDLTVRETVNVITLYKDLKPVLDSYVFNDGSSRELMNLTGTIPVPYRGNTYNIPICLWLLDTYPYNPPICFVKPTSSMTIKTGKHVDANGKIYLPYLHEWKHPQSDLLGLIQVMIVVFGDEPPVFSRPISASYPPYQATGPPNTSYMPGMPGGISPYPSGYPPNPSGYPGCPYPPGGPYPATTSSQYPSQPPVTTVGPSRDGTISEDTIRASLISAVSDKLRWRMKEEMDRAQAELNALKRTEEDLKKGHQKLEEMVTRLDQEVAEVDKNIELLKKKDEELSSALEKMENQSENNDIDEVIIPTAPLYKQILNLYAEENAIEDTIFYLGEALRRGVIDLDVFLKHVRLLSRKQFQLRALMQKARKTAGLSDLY
#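 Compounds were pin-transferred onto Tsg101 binding domain (10 uM final) in HEPES pH 7.5 buffer, then FITC-PTAP peptide was added at 50 nM final. After 20 min at RT, polarization reported peptide displacement across a qHTS concentration series.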
# ELG1 DNA repair – inhibitors of ELG1-dependent DNA repair in HEK293T cells; HEK293T ELG1-luciferase reporter, luminescence, 16 h; DNA damage induced by 5-fluorouridine; Potency, µM (series often up to 46.1 µM), for the others: at the top dose activity change, negative = inhibition, hits mostly inhibitors; 330,000 compounds, 2.3% hits; note: potency is the fitted concentration of half-maximal effect; % is set by controls: 0 for no effect and ±100 for the full control effect; nearly all actives have a fitted effect of over 55% in size
#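 Luminescence from the luciferase reporter, measured 30 min after ONE-Glo reagent at room temperature, was the read-out. Beforehand, 2,000 cells per well were exposed for 16 hr at 37 °C to 5-fluorouridine together with compound or vehicle.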
# An asterisk follows results filed as active; ? = inconclusive; · = no result given; & = joins results of further samples; [ ] = another dose, or the depositor's remark. Unless noted, calls come from the whole dose curve; as a rule, active = well fitted curve in the direction sought with a large enough effect; inconclusive = small, poorly fitted or top-dose-only effect, or another doubt; inactive = no such curve, though single readings can be large; an effect the other way counts as inactive or inconclusive. Some of the compounds tested (hit frequency here may not be typical).
# Under each structure: Integrin act MD	TRPV1 ag	A-T KAP1 phos	p53 reactivation	MLL CXXC-DNA inh	TCR activator	BRCA1 expr act	B2AR arrestin	PTAP TSG101 blk	ELG1 DNA repair
1: COc1ccc(CN2C(=O)NC(=O)/C(=C\c3cccc(OC)c3OC)C2=O)cc1
  8%	1	2%	4%	-28%	-7%	-9%	0.3%	-1%	13%
2: CSC1=NP(=S)(SC)N2CCCC2=C1C#N (stereo unspecified)
  -3%	1	0%	-9%	12%	2%	-1%	-0.7%	1%	-5%
3: C=CCn1c(O)c(C(C)=NCCCN2CCOCC2)c(=O)[nH]c1=O
  -9%	1	-7%	6%	-9%	7%	-9%	-0.4%	-3%	4%
4: Cc1cc(=O)oc2c(C)c(OCC(=O)N3CCN(Cc4ccccc4)CC3)ccc12
  12%	8	2%	-9%	9%	3%	-2%	0.1%	-5%	-10%
5: CCC1(OC(=O)CN)C(=O)OCc2c1cc1n(c2=O)Cc2cc3ccccc3nc2-1 (stereo unspecified)
  ?	-11	4%	12%	12%	-1%	·	-0.7%	1%	?
6: C=COCCn1c(C)c(C(=O)OCC)c2cc(O)ccc21
  6%	-5	4%	1%	5%	16%	-12%	-0.9%	-5%	-10%
7: COc1ccc(NC(=S)NC(NC(=O)CF)C(Cl)(Cl)Cl)c([N+](=O)[O-])c1 (stereo unspecified)
  3%	1	2%	-2%	-2%	-3%[46.1 µM]	-14%	-1.7%	-1%	-7%
8: O=[N+]([O-])c1ccc(Sc2nc3ccccc3o2)c([N+](=O)[O-])c1
  -56%[inhibitor]	-1	-8%	-12%	-5%	·	·	-1.0%	·	?
9: O=c1[nH]c(=O)n(Cc2ccco2)c(O)c1/C=N/N1CCCCCC1
  22%	25	-1%	-5%	-1%	3%[46.1 µM]	10%	-1.4%	-4%	5%
10: O=C(CSc1nnc(NC(=O)c2ccccc2[N+](=O)[O-])s1)NCc1ccco1
  -1%	3	3%	11%	15%	-5%	18%	-0.4%	-2%	3%
11: COc1ccccc1CCNC1CCCCCC1
  -13%	0	0%	-3%	-1%	·	-20%	-0.1%	1%	-5%
12: COc1ccc(/C=C/C(=O)c2c(O)n(CCC3=CCCCC3)c(=O)[nH]c2=O)cc1
  27%	-3	2%	-12%	-22%	9%[46.1 µM]	-60%	-0.1%	-3%	?
13: CC(=O)C1CCC2C3CC(O)C4CC(O)CCC4(C)C3CCC12C (stereo unspecified)
  8%	·	·	·	·	-4%	6%	·	0%	·
14: O=C(N/N=C/c1c(O)n(C2CC2)c(=S)[nH]c1=O)c1ccccc1O
  11%	2	-3%	6.3µM*	-20%	1%[46.1 µM]	15%	0.1%	-8%	?
15: COc1cc(CN2C(=O)NC(=O)C3(Cc4cc(C)ccc4N(C)C3)C2=O)cc(OC)c1 (stereo unspecified)
  -1%	-1	4%	4%	4%	7%	-38%	-0.3%	-3%	0%
16: Cc1c(C(=O)c2ccccc2)c2ccccc2n1C
  -10%	9	-15%	6%	3%	-6%	-9%	-0.3%	-2%	9%
17: CN1CCC(c2c[nH]c3ccccc23)C1 (stereo unspecified)
  -15%	5	?	2%	-13%	0%	-44%	-0.4%	-2%	11%
18: Cc1cc(C=C2C(=O)N(C)C(=S)N(C)C2=O)c(C)n1-c1cccnc1
  11%	1	-21%	-11%	-3%	5%[46.1 µM]	-12%	4.8%	0%	1%
19: Cc1ccc(CN2CCN(CC(=O)N3CCC4(CC3)OCCO4)C2=O)cc1
  -13%	0	·	-1%	-9%	-3%	1%	0.0%	-8%	13%
20: O=C(CNC(=O)OCc1ccccc1)NCC(=O)Nc1ccc(Br)cc1C(=O)c1ccccc1
  29%	1	8%	-5%	1%	-3%[46.1 µM]	-7%	-0.6%	-2%	-5%
21: Cc1c(C)c2ccc(OCC(=O)N3C[C@H]4C[C@@H](C3)c3cccc(=O)n3C4)c(C)c2oc1=O
  14%	4	-10%	·	-5%	0%	-10%	0.2%	-4%	?
22: COC(=O)C(O)(c1ccc(NC(=O)c2ccccc2)cc1)C(F)(F)F (stereo unspecified)
  5%	24	12%	9%	-2%	-6%	80%	-0.8%	2%	?
23: C1CC2OC2CC1C1CO1 (stereo unspecified)
  ·	-6	5%	0%	·	1%	4%	0.0%	-1%	13%
24: Cc1ccsc1CNCCc1ccccc1F
  -7%	-1	17%	25%	8%	4%	5%	-0.2%	-1%	1%
25: CC(CCc1ccccc1)NC(C)C(O)c1ccc(O)cc1 (stereo unspecified)
  ·	-2	10%	-3%	6%&2%	-1%	-5%	3.6%	2%	-26%
26: O=C1NC(=S)NC(=O)C12C(c1ccccc1)NC(=S)NC2c1ccccc1 (stereo unspecified)
  -14%	2	-2%	2%	6%	-3%	-3%	-1.2%	-1%	-2%
27: CCOCCCNC(=O)CN1C2CCC1CC(O)(c1ccc(OC)cc1)C2 (stereo unspecified)
  -13%	-3	3%	-8%	-4%	4%	1%	0.0%	-1%	-1%
28: COc1cccc(CNC(=O)CCC(=O)N2C[C@H]3C[C@H](C2)c2cccc(=O)n2C3)c1OC
  -5%	1	-1%	11%	2%	10%	1%	-1.5%	0%	14%
29: Cc1cc2oc(=O)cc(-c3cc4ccccc4o3)c2cc1OC(=O)N(C)C
  -1%	?	-6%	3%	12%	-10%	-20%	-0.6%	-6%	-18%
30: CCn1c(O)c(C=NCCN2CCOCC2)c(=O)[nH]c1=S
  4%	0	1%	1%	8%	-18%	0%	0.0%	-2%	5%
31: Cn1nc(OC(=O)Nc2ccc(Cl)cc2)cc1C(F)(F)F
  ·	-1	5%	15%	3%	·	·	-0.2%	·	?
32: CCN(CC)CC(=O)Nc1ccc(Cl)cc1C(=O)c1ccccc1
  -7%	·	·	·	·	-6%	-6%	·	-1%	·
33: O=C(Oc1cccnc1)c1ccc(Cl)cc1
  -1%	-1	12%	-9%	62%[activator]	5%	0%[1.84 µM]	-0.6%	-6%	-3%
34: O=C(COc1ccccc1)N1CCN(C2CCCC2)CC1
  5%	-6	10%	-2%	-5%	-1%	-7%	-0.6%	3%	7%
35: CC1(C)Cc2c(sc3c2C(=O)NC(c2cccnc2)N3)CO1 (stereo unspecified)
  5%	0	0%	6%	-7%	0%	16%	-0.4%	-1%	?
36: COC(=O)C1=C(c2ccc(F)cc2OCc2ccccc2)C[C@@H]2CC[C@H]1N2C(=O)NCc1ccc(C(F)(F)F)cc1
  -16%	·	4%	3%	·	-4%	-41%	0.3%	0%	?
37: CCOC(=O)CC(SP1(=S)OCC2(CCCCC2)CO1)C(=O)OCC (stereo unspecified)
  -4%	·	·	·	·	-3%	·	·	?	·
38: O=C1NC(=O)C(=CN2CCc3ccccc32)C(=O)N1
  -30%	-2	-7%	5%	17%	1%[46.1 µM]	-16%	-2.5%	-4%	?
39: CN(C)CCN=Cc1c(O)n(Cc2ccco2)c(=O)[nH]c1=O
  -7%	0	2%	1%	-4%	·	-1%	-0.1%	-8%	5%
40: CC(=NCCO)c1c(O)n(C2CCCCC2)c(=O)[nH]c1=O
  14%	-1	11%	-1%	5%	-5%	9%	0.0%	0%	8%
41: Cc1cc(/C=C2\C(=O)NC(=O)N(c3ccc(Cl)cc3)C2=O)c(C)n1C
  ?	-1	-2%	1%	-20%	0%	-39%	-0.3%	-1%	13%
42: CC(=O)C1CCC2(O)C3CCC4=CC(=O)CCC4(C)C3CCC12C (stereo unspecified)
  24%	·	·	·	·	-1%	-36%	·	-1%	·
43: CC1([N+](=O)[O-])COP(=O)(NCc2cccnc2)OC1 (stereo unspecified)
  0%	·	·	·	·	-2%	6%	·	-1%	·
44: CCCCCn1c(=O)c(C(=O)Nc2ncccc2C)c(O)c2ccccc21
  0%	-4	5%	·	-14%	2%	-32%	-2.7%	-2%	-3%
45: COc1ccc(CCNCc2cccn2C)cc1
  -3%	-5	-5%	·	12%	-2%	0%	0.4%	-1%	1%
46: CCCCCCC(N)CC(=O)O (stereo unspecified)
  9%	-1	4%	-5%	7%	-3%	-30%	-0.1%	1%	5%
47: C=CCC1(CC)C(=O)NC(=S)NC1=O
  3%	·	·	·	·	5%	-3%	·	1%	·
48: CC(=O)c1ccccc1NC(=O)C1C2CCC(O2)C1C(=O)O (stereo unspecified)
  ·	0	12%	25%	3%	·	·	-0.3%	·	18%
49: Cc1ccc(NC(=O)c2ccc(C)c(S(=O)(=O)N3CCCCC3)c2)nc1
  19%	-1	1%	8%	·	6%	2%	0.4%	-2%	?
50: COC(=O)C1=C(c2cccc(OC)c2OC)C[C@@H]2CC[C@H]1N2C(=O)NCCO
  22%	·	·	·	·	2%	6%	·	-2%	·
